Assay outcomes (PubChem)
GoLoco inh red = RGS12 GoLoco-Gai1 interaction inhibition. 230,000 compounds, 0.44% hits. Gai1:RGS12 GoLoco peptide FP, rhodamine, 10 min. Potency, µM (top dose mostly 61.6 µM), inactives show at the highest dose activity, negative = inhibition, most hits filed as inhibitors. P63096; active = well fitted inhibition curve with a large enough effect, not every such curve was filed as active; inactive = no such curve, though single readings can be large or run the other way; note: nearly all actives have a fitted effect of over 30% in size; many of its hits are not listed in these tables
L3MBTL1 block = inhibitors of human L3MBTL1; Q9Y468; AlphaScreen L3MBTL1–H3K9me1 peptide binding; Potency, µM (series often up to 57.1 µM), inactives show at the highest dose activity, negative = inhibition, most hits filed as inhibitors; 230,000 compounds, 0.66% hits; note: nearly all actives have a fitted effect of over 60% in size
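First, the protein-peptide complex forms for 30 min at room temperature (L3MBTL1 50 nM, biotinylated H3K9me1 peptide 75 nM). Next, compounds are pin-transferred and incubated 30 min. Finally, AlphaScreen beads are added and read after 30 min.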
GAA inh = inhibitors of human lysosomal alpha-glucosidase | P10253 | purified human GAA, 4-MU-alpha-glucoside fluorescence | Potency, µM (highest dose often 76.9 µM), without a hit: at the highest dose activity change, negative = inhibition, hits mostly inhibitors | 200,000 compounds, 0.005% hits | AID 1466;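 note: plate controls were uninhibited enzyme wells for no effect and no-enzyme background for full effect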
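Activity normalized between no-enzyme (basal) and enzyme-only wells. Conditions: 4 nM human enzyme, 400 uM fluorogenic substrate, citrate/phosphate pH 5.0 with Tween-20, 20 min room temperature, compounds up to 77 uM.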
aGlu spleen mod = inhibitors or activators of human alpha-glucosidase in spleen homogenate | P10253 | human spleen homogenate, 4-MU-alpha-glucoside fluorescence | Potency, µM (highest dose often 79.9 µM), for inactives: top-dose activity change, negative = inhibition, usual class: inhibitors | 240,000 compounds, 0.006% hits | AID 2112;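 note: 0% = enzyme with vehicle and -100% = no enzyme basal signal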
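Compounds were titrated against alpha-glucosidase in spleen homogenate at pH 5.0, with 1 mM 4-methylumbelliferyl substrate for 40 min at 37 C. Reactions were quenched with pH 10 NaOH/glycine and fluorescence measured.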
RECQ1 inh = inhibitors of human RECQ1 DNA helicase | P46063 | RECQ1 DNA unwinding, red fluorescence kinetic read | Potency, µM (doses to about 57.3 µM), for inactives: top-dose activity, negative = inhibition, most hits filed as inhibitors | 240,000 compounds, 0.54% hits;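 note: plate controls were vehicle for no effect and no enzyme for full effect; nearly all actives have a fitted effect of over 30% in size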
Target sequence (P46063 whole entry, looked up): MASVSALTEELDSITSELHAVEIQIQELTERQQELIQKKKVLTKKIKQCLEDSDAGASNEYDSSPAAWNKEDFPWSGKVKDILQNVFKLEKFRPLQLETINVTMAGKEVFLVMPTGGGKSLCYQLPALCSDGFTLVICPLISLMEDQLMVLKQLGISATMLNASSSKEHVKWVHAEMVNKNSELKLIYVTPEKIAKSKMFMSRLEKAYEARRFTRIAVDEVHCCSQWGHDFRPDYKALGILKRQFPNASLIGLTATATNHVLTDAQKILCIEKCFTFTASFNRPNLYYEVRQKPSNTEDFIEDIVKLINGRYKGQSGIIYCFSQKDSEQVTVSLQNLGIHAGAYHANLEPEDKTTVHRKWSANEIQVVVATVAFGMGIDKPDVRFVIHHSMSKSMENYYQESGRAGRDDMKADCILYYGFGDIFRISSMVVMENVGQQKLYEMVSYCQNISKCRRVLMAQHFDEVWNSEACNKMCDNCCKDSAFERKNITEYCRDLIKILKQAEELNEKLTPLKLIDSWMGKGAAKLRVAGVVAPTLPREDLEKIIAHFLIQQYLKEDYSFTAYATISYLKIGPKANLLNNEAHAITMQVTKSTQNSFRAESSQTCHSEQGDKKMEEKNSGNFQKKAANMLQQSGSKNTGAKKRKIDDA
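RECQ1T1 50 nM; forked duplex (20 bp + 30-nt ss tails) 200 nM, ATP 2 mM final; pH 8.0, 2 mM MgCl2, 2.5 ug/ml poly(dI-dC); 15 min compound preincubation; discontinuous kinetic read over 2 h at RT.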
GAA glycogen mod = inhibitors or activators of human alpha-glucosidase glycogen cleavage | recombinant GAA, glycogen substrate, Amplex Red glucose oxidase fluorescence | Potency, µM (titrated, usually from 76.4 µM), inactives show at the top dose activity change, negative = inhibition, actives largely listed as inhibitors | 300,000 compounds, 0.38% hits | AID 2100;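 note: 0% = full enzyme reaction and -100% = no-enzyme basal signal; the screen sought inhibitors and activators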
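qHTS, 1536-well; enzyme 4 nM final; cpd up to 77 uM; substrate bovine liver glycogen 30 ug; 50 mM citrate/phosphate pH 5.0, 0.01% Tween-20; 37 C, 40 min; Amplex Red detection 45 min RT; Hill fit → AC50.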
TRb-SRC2 inh = inhibitors of human thyroid hormone receptor beta-SRC2 interaction; 280,000 compounds, 0.065% hits; Potency, µM (doses to about 106 µM), inactives show at the highest dose activity change, negative = inhibition, usual class: inhibitors; TRbeta-SRC2 peptide binding, fluorescence polarization; receptor liganded with 1 µM T3;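 note: plate controls were bound peptide for no effect and peptide without receptor for full effect; nearly all actives have a fitted effect of over 50% in size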
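Each compound concentration gave % activity, normalized to unbound and bound Texas Red SRC2 controls, from polarization read after 5 hr ambient incubation with T3-loaded human TRb LBD.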
TR SRC2 fluor cs = alters Texas Red total fluorescence, flagging assay interference | TRb/SRC2 Texas Red total fluorescence interference | Potency, µM (doses to about 106 µM), inactives show top-dose fluorescence change, negative = quenching | 280,000 compounds, 0.29% hits | AID 1479; active = well fitted curve in either direction with a large enough effect; inconclusive = small, poorly fitted or top-dose-only effect
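Flags fluorescent or light-absorbing compounds by total fluorescence, S + 2P, at 555 nm excitation and 632 nm emission. Mixture: 20 nM Texas Red SRC2 peptide, 0.6 uM human TRb LBD, 1 uM T3, 5% DMSO; compound exposure 5 h at ambient temperature.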
The depositor's hits bear a star; i = inactive; ? = inconclusive; nt = no result given; [ ] = another dose, or the depositor's remark. Unless noted, calls come from the whole dose curve; as a rule, active = well fitted curve in the direction sought with a large enough effect; inconclusive = small, poorly fitted or top-dose-only effect, or another doubt; inactive = no such curve, though single readings can be large; an effect the other way counts as inactive or inconclusive. Unless noted, % is set by controls: 0 for no effect and ±100 for the full control effect; potency is the fitted concentration of half-maximal effect.

SMILES	GoLoco inh red	L3MBTL1 block	GAA inh	aGlu spleen mod	RECQ1 inh	GAA glycogen mod	TRb-SRC2 inh	TR SRC2 fluor cs
O=C(c1ccco1)N(Cc1ccccc1)Cc1ccccn1	3%	?	?	-3%	i	13%	2%	-1%
Cc1c(-c2ccc(/C=N/NC(=O)C(=O)Nc3ccccc3F)o2)cccc1[N+](=O)[O-]	54%[activator]	nt	nt	-1%	-9%	-8%	-15%	1%
CC(=O)Nc1ccc(S(=O)(=O)Nc2nc3ccccc3nc2N2CCc3ccccc3C2)cc1	-16%	-11%	2%	-6%	-8%	-7%	-2%	-1%
O=C(Nc1ccc(Cl)c([N+](=O)[O-])c1)C(NCCCO)c1ccccc1 (centres undefined)	6%	6%	-1%	9%	-7%	12%	0%	0%
N#CCCn1nnc(-c2ccccc2F)n1	1%	nt	-2%	7%	-4%	12%	0%	2%
C=CCOc1ccc(/C(O)=C2\C(=O)C(=O)N(CCCOC)C2c2ccc(O)c(OC)c2)cc1 (centres undefined)	7%	0%	2%	-8%	-3%	?	-3%	0%
CC(Sc1nc(-c2ccccc2)cc(C(F)(F)F)n1)C(=O)N1CCC(C(N)=O)CC1 (centres undefined)	7%	25%	2%	-1%	-9%	-5%	-3%	-10%
CCOC(=O)C1=C(O)C(=O)N(C2CCCCC2)C1	0%	-2%	nt	-19%	-2%	1%	8%	-1%
CC(=O)c1cn(S(=O)(=O)c2ccccc2)c2ccccc12	7%	-3%	0%	2%	1%	7%	4%	2%
CSCC[C@H](NC(=O)CCNC(C)=O)c1nc2ccccc2[nH]1	5%	nt	-3%	-1%	1%	0%	0%	2%
CN(C)CCNC(=O)/C=C/c1cn(-c2ccccc2)nc1-c1cc2ccccc2oc1=O	7%	nt	-10%	4%	1%	1%	1%	0%
COC(=O)[C@H](CC(C)C)NC(=O)NC1CCCCC1C (some centres undefined)	-6%	nt	4%	-1%	-5%	2%	-1%	-3%
Fc1ccc(C2C3=C(Nc4ncnn42)c2ccccc2OC3c2ccncc2)cc1 (centres undefined)	9%	nt	-10%	-17%	-6%	16%	-11%	-2%
CC(NC(=O)C1C2C=CC(C2)C1C(=O)O)c1ccccc1 (centres undefined)	6%	6%	-2%	-3%	i	-1%	3%	-6%
N#Cc1ccc(Sc2ccccn2)c([N+](=O)[O-])c1	2%	-4%	nt	2%	i	4%	-1%	-1%
CCOc1ccc(N(C(=O)CNS(=O)(=O)c2ccccc2)C(CC)C(=O)NCc2ccco2)cc1 (centres undefined)	8%	-1%	?	-1%	-12%	?	-1%	-8%
COc1cccc2c1C(=O)c1c(O)c3c(c(O)c1C2=O)C[C@@](O)(C(=O)CO)C[C@@H]3O[C@@H]1C[C@H](N)[C@H](O)[C@H](C)O1	11µM*	nt	nt	3%	16µM*	nt	25µM*	45µM*[fluorescent]
Cc1cccc(NC(=O)c2c(C)cc(=O)oc2C)n1	-1%	nt	-2%	-5%	-5%	3%	-2%	-8%
CCOC(=O)N1CCC(Nc2c(NCCCN3CCN(c4ccc(OC)cc4)CC3)c(=O)c2=O)CC1	36%[activator]	?	nt	2%	-3%	-5%	2%	0%
O=C1Nc2ccccc2C12OC1CCCCC1O2 (centres undefined)	5%	-2%	-5%	-4%	3%	8%	1%	0%
O=C(COc1ccc2c(c1)CCC2)NCc1ccc(Cl)cc1	4%	19%	-7%	0%	-7%	0%	-1%	-1%
Cc1cc(N2CCN(S(=O)(=O)c3ccc4ccccc4c3)CC2)n2ncnc2n1	2%	-3%	0%	8%	-2%	10%	-6%	-3%
Cc1nc2nc(-c3ccccc3)cc(=O)n2[nH]1	8%	nt	8%	1%	-1%	5%	-7%	-3%
COC(=O)c1cnc(NNC(=O)c2ccc([N+](=O)[O-])cc2)nc1C(F)(F)F	5%	-7%	-27%	0%	-12%	-28%	3%	-2%
COc1ccc(C([O-])=Nc2ccc[n+](-c3nc4ccccc4nc3NS(=O)(=O)c3ccccc3)c2)cc1	9%	-16%	5%[15.4 µM]	-4%	-13%	1%	-7%	-2%

Single records, as listed above. Values in the order: GoLoco inh red | L3MBTL1 block | GAA inh | aGlu spleen mod | RECQ1 inh | GAA glycogen mod | TRb-SRC2 inh | TR SRC2 fluor cs
Shown for O=C1Nc2ccccc2C12OC1CCCCC1O2 (centres undefined) = 5% | -2% | -5% | -4% | 3% | 8% | 1% | 0%
Shown for O=C(COc1ccc2c(c1)CCC2)NCc1ccc(Cl)cc1 = 4% | 19% | -7% | 0% | -7% | 0% | -1% | -1%
Shown for Cc1nc2nc(-c3ccccc3)cc(=O)n2[nH]1 = 8% | nt | 8% | 1% | -1% | 5% | -7% | -3%
Shown for COC(=O)c1cnc(NNC(=O)c2ccc([N+](=O)[O-])cc2)nc1C(F)(F)F = 5% | -7% | -27% | 0% | -12% | -28% | 3% | -2%
Shown for C=CCOc1ccc(/C(O)=C2\C(=O)C(=O)N(CCCOC)C2c2ccc(O)c(OC)c2)cc1 (centres undefined) = 7% | 0% | 2% | -8% | -3% | ? | -3% | 0%

(continued)
SMILES	GoLoco inh red	L3MBTL1 block	GAA inh	aGlu spleen mod	RECQ1 inh	GAA glycogen mod	TRb-SRC2 inh	TR SRC2 fluor cs
Cc1ccc(C)c(-n2c(SCC(=O)NC(C(=O)O)C(C)C)nnc2-c2cccc(Cl)c2)c1 (centres undefined)	7%	1%	-5%	7%	0%	-3%	-3%	-3%
O=C(Nc1cccc(F)c1)c1cccnc1NCCc1ccccc1	-5%	68%[activator]	-5%	-10%	-16%	1%	2%	6%
Cc1ccccc1Nc1cc(C(=O)NCc2ccco2)c2ccccc2n1	6%	1%	?	3%	-15%	5%	-4%	-2%
C/C(=C\C(=O)Nc1nccs1)c1ccccc1	3%	nt	-4%	-3%	i	4%	-1%	-2%
N=c1c2c3c(sc2ncn1Cc1ccccc1)CCCC3	-6%	-8%	5%	-11%	i	-16%	6%	-2%
CCOC(=O)c1oc2nc(C(C)C)c3c(c2c1N)CCC3	8%	nt	?	4%	i	1%	8%	2%
S=C(Nc1ccc(Cl)cc1)Nc1cccc2cnccc12	-1%	0%	-10%	0%	-7%	2%	-12%	11%
Cc1ccccc1CN(C)CC(=O)Nc1c(C)cccc1C(C)C	10%	nt	-2%	2%	-7%	-4%	-4%	-7%
O=C(Nc1ccc(F)cc1)Nc1ccc(NC(=O)c2ccccc2O)cc1	12%	-26%	nt	0%	8%	8%	3%	-7%
Cn1c(CS/C(N)=N/N=C/c2ccccc2)c(Br)c(=O)n1-c1ccccc1	7%	8%	-8%	-11%	2%	-3%	-4%	0%
C=CCCCCCCCCc1nc(SCC(=O)O)n[nH]1	4%	9%	nt	7%	-9%	1%	7%	-1%
COc1cccc(C2C(C(=O)c3sc(C)nc3C)=C(O)C(=O)N2CCN2CCOCC2)c1 (centres undefined)	-12%	-2%	-4%	2%	8%	-20%	-5%	2%
COc1ccc2cc3cc(C(=O)N4CCN(Cc5ccc6c(c5)OCO6)CC4)oc3nc2c1	-1%	-1%	8%	9%	3%	-7%	-14%	-2%
COc1cc(C2CC(=O)N3CN(c4ccccc4C)CSC3=C2C#N)cc(OC)c1OC (centres undefined)	-33%	-11%	-7%	-12%	-4%	-11%	7%	-2%
CN1CCN(NC(=O)c2cn(-c3ccccc3)nc2-c2cccc(Br)c2)CC1	2%	-3%	7%	2%	-1%	-3%	4%	-4%
CCCCOc1ccccc1C1CC(=O)NC2=C1C(=O)CCC2 (centres undefined)	13%	0%	-1%	-10%	-6%	-3%	-19%	-1%
CCOC1(C(F)(F)F)NC(=O)N(Cc2ccc(OC)cc2)C1=O (centres undefined)	nt	1%	3%	1%	i	0%	-4%	0%
COc1ccc(C(O)Cc2nc3ccccc3n2C)cc1OC (centres undefined)	15%	-16%	-3%	-3%	-14%	-11%	1%	1%
O=C(Cc1cccs1)N(c1ccc(F)cc1)C1(C(=O)NC2CCCCC2)CCCC1	2%	4%	3%	3%	0%	-2%	-4%	-3%
CCOc1ccccc1N(CC(=O)Nc1ccc2c(c1)OCO2)S(C)(=O)=O	2%	6%	-2%	-8%	i	1%	-10%	-1%
O=C(Nc1c(O)c2ccccc2[nH]c1=O)c1ccco1	5%	nt	nt	0%	12%	-12%	-2%	-2%

This is a subset (hit frequency here may not be typical).
